MLL CXXC-DNA inh: inhibitors of human MLL CXXC domain-DNA interaction. MLL-CXXC / FITC-HOXA9 DNA fluorescence polarization. hit rate 0.037% among 290,000. Q03164. Potency, µM (titrated, usually from 115 µM), for inactives: at the highest dose activity change, negative = inhibition, most hits filed as inhibitors; active = well fitted inhibition curve with a large enough effect in the polarisation, with a control signal flat, not every such curve was filed as active; inconclusive = small, poorly fitted or top-dose-only effect, or effect the other way, or a change in a side signal; inactive = no such curve, though single readings can be large or run the other way; the % refers to the polarisation; note: potency is the fitted concentration of half-maximal effect
Target sequence (Q03164 whole entry, looked up, the tested form may be a part): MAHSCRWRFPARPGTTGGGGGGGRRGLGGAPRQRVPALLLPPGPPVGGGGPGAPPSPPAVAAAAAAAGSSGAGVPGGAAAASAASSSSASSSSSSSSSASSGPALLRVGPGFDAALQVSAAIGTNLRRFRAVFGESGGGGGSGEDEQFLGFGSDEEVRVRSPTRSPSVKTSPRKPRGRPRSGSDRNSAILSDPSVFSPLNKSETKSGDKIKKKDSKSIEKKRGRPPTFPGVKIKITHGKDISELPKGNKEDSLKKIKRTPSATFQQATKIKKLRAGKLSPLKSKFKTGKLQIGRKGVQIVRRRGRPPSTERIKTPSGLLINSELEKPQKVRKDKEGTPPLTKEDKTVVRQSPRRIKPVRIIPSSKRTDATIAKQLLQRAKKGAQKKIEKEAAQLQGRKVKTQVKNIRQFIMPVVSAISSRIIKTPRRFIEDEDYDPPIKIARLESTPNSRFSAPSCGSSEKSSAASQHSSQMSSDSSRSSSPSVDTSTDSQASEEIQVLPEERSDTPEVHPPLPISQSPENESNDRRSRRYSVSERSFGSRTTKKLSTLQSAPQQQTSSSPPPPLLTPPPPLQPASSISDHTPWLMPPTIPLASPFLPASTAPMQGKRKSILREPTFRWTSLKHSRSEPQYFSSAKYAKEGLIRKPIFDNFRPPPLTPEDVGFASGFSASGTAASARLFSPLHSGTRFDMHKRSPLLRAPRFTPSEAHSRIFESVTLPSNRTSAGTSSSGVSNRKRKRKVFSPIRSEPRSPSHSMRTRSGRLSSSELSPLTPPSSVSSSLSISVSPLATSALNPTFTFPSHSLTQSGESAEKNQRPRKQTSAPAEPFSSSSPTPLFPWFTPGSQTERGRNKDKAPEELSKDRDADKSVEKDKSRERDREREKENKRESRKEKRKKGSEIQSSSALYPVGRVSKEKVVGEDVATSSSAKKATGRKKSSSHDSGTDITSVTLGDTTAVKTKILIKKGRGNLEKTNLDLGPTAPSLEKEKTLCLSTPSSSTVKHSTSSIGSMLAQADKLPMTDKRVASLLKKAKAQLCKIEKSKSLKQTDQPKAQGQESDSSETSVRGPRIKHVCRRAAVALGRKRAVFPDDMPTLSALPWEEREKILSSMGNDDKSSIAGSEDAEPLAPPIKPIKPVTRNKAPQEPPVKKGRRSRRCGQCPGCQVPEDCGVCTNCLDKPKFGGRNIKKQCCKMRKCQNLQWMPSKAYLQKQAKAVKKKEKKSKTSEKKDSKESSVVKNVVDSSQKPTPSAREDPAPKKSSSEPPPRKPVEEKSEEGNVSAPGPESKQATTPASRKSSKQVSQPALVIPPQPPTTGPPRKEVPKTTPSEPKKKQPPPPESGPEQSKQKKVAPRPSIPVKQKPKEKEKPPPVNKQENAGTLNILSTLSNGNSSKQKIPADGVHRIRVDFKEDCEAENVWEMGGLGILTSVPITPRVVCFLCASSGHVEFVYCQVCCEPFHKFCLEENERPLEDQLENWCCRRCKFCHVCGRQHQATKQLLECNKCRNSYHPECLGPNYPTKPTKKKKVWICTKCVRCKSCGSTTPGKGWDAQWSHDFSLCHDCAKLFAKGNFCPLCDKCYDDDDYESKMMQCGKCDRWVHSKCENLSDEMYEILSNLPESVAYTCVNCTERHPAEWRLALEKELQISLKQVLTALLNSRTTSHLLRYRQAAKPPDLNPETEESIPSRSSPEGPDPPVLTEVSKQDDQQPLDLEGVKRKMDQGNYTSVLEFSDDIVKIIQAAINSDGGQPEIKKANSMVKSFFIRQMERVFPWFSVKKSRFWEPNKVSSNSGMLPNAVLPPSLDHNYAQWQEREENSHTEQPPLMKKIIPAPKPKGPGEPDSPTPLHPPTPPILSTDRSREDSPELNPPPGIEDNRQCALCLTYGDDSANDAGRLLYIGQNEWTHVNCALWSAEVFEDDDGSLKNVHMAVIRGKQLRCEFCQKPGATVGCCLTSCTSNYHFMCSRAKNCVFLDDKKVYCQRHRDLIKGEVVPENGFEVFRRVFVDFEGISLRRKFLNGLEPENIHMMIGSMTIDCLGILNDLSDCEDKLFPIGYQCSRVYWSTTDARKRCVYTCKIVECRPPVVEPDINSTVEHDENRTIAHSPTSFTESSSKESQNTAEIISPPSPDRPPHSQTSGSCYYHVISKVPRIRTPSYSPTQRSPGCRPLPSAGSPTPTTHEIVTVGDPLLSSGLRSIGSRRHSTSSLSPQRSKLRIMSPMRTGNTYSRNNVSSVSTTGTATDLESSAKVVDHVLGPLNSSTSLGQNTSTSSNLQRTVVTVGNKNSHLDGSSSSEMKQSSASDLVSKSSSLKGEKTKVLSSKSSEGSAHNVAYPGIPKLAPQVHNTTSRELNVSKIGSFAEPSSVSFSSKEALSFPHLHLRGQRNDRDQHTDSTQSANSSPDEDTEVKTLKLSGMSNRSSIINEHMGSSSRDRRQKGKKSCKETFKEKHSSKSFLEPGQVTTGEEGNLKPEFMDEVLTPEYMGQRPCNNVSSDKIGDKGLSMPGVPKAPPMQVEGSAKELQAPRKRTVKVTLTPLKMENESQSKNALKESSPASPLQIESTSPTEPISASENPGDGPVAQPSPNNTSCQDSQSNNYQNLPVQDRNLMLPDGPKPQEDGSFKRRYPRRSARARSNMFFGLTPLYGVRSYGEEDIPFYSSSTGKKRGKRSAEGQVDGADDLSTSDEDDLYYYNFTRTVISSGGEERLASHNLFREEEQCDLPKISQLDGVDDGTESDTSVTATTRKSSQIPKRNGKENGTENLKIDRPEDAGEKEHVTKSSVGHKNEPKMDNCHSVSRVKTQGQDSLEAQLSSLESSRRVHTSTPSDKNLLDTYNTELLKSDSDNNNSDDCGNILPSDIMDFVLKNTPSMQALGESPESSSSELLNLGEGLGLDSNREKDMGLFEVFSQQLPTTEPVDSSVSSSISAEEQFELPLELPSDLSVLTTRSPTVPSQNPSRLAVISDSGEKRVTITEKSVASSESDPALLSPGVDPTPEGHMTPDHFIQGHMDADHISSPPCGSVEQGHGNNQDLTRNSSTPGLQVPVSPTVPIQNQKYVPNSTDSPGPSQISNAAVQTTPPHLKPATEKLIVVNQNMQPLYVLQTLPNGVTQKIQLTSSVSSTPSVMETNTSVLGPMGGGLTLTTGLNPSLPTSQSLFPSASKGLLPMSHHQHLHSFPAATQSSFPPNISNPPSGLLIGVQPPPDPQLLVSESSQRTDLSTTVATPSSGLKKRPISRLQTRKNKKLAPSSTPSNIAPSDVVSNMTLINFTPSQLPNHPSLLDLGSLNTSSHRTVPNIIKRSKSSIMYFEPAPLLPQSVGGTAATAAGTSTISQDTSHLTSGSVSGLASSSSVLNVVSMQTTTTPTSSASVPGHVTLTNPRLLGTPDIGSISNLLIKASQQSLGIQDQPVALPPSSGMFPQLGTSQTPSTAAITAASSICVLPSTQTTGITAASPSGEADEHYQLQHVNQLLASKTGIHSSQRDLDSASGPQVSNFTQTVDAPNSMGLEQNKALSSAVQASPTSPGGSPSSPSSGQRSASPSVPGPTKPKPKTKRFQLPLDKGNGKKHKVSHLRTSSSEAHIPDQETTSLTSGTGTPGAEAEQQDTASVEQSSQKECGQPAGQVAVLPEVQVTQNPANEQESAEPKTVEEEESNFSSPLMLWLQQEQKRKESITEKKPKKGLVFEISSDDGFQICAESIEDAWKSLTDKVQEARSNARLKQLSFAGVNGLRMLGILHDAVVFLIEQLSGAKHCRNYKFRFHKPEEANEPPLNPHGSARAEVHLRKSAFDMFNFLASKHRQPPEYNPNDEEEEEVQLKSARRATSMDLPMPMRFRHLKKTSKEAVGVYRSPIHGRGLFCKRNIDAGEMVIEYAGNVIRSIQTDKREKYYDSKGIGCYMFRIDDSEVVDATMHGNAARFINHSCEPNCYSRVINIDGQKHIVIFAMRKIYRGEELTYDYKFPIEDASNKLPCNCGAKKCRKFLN
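Purified MLL-CXXC (added from a 7 uM solution) was preincubated 5 min at ambient with pinned compounds in 50 mM Tris-HCl pH 7.5, 50 mM NaCl, 1 mM DTT, 0.05% BSA. Fluorescein-labeled HOX-A9 DNA (50 nM solution) followed, 30 min, then polarization read.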
GALK inhibitor: blocks human galactokinase activity | Purified GALK, Kinase-Glo residual ATP luminescence | Potency, µM (series often up to 57.5 µM), inactives show at the highest dose activity change, negative = inhibition, actives largely listed as inhibitors | hit rate 0.007% among 270,000 | AID 1868; note: potency is the fitted concentration of half-maximal effect; % is set by controls: 0 for no effect and ±100 for the full control effect
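Luminescence from leftover ATP (Ultra-Glo luciferase/luciferin) served as read-out after a 1 h room-temperature reaction of 5 nM GALK with 35 uM ATP and 100 uM galactose.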
S-ASM inh: blocks human secretory acid sphingomyelinase. P17405. placental ASM, HMU-PC fluorogenic substrate, 60 min. Potency, µM (series often up to 57.5 µM), for inactives: at the highest dose activity change, negative = inhibition, usual class: inhibitors. hit rate 0.006% among 340,000; note: potency is the fitted concentration of half-maximal effect
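Fluorogenic HMU-PC substrate (9 uM final) is turned over by placental ASM in 60 min at 37 C after a 10 min compound preincubation. Reaction ended by alkaline stop (pH 10), with fluorescence read at 386/447 nm.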
a7 integrin act: activates integrin-mediated alleviation for muscular dystrophy; alpha7betagal myoblasts, beta-gal FDG fluorescence, 48 h; hit rate 0.064% among 350,000; Potency, µM (series often up to 38.3 µM), for the others: at the highest dose activation, actives largely listed as activators;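 note: potency is the fitted concentration of half-maximal effect; 100% = response of the positive control SU9516; nearly all actives have a fitted effect of over 60% in size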
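alpha7betagal+/- myoblasts (passage 13, 250/well) treated 48 h at 37C with compounds at 1:260 dilution of DMSO stock. Lysed, then beta-galactosidase activity read as FDG fluorescence (ex 480/em 540) after 30 min, with pre-read for autofluorescence.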
TRPV1 agonist: agonists of human vanilloid receptor 1 (TRPV1) | Q8NER1 | TRPV1-expressing cells, Fluo-8 calcium influx, agonist mode | activation, % at 8.33 µM | hit rate 0.19% among 320,000 | AID 540275; in the data active = activation above about 80%; inconclusive = between about 30% and that limit; note: 0% is about no effect
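Fluo-8 calcium influx in TRPV1-expressing cells, kinetic read (ex 480/em 520 nm). Compound added and read 3 min for agonist activity, followed by capsaicin at EC20 final and 2 min further read for enhancement.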
MBNL1 CUG block: blocks human MBNL1 binding to CUG repeat RNA | Q9NR56 | Potency, µM (top dose mostly 57.5 µM), for inactives: at the top dose activity change, negative = inhibition, hits mostly inhibitors | TR-FRET MBNL1-His/biotin-(CUG)12 binding, 665/545 ratio | hit rate 0.036% among 280,000 | AID 2675; active = well fitted inhibition curve with a large enough effect in the signal ratio, with a control signal flat, not every such curve was filed as active; inconclusive = small, poorly fitted or top-dose-only effect, or effect the other way, or a change in a side signal; inactive = no such curve, though single readings can be large or run the other way; the % refers to the signal ratio; note: potency is the fitted concentration of half-maximal effect; % is set by controls: 0 for no effect and ±100 for the full control effect
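His-tagged MBNL1 binding to biotinylated (CUG)12 RNA was measured by TR-FRET using terbium anti-His antibody (0.055 ng/ul final) and streptavidin-XL665 (5 nM final). Compounds were titrated 92 nM to 58 uM; 60 min at room temperature.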
KCNH2 3.1 inh: inhibitors of human KCNH2 3.1 potassium channel isoform | activity change, % (tested at about 1.8 µM) | U2OS KCNH2 3.1, thallium flux FluxOr; hits give low values | hit rate 0.95% among 340,000 | AID 720553;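 active = maximum activity change below -70%; inconclusive = maximum activity change from -70% to -50%; inactive = maximum activity change above -50%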;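 note: thallium influx rate constant from kinetic fluorescence after stimulation buffer; % is set by controls: 0 for no effect and ±100 for the full control effect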
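We transduce U2OS cells with the mutant 3.1 virus, culture them overnight, load FluxOr with Red40 quencher for 45 min, then add stimulation buffer and read kinetically for 2 min to derive a normalized rate constant.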
KCNH2 WT inh: blocks the wildtype human KCNH2 potassium channel; U2OS, BacMam KCNH2, thallium flux FluxOr; hits give low values; Q12809; activity change, % at 1.84 µM; hit rate 0.37% among 340,000;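 active = maximum activity change below -70%; inconclusive = maximum activity change between -70% and -50%; inactive = maximum activity change above -50%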; note: % is set by controls: 0 for no effect and ±100 for the full control effect
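U2OS cells were transduced with wild-type KCNH2 virus (2.03 x 10^8 / mL) for 4 h at room temperature, then cultured overnight at 37 C. Thallium flux was read with FluxOr dye. Rate constants were normalized to DMSO controls.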
AT treatment: potential ataxia-telangiectasia treatment; hit rate 0.19% among 320,000; […] A-T fibroblasts, KAP-1 phosphorylation AlphaLISA; neocarzinostatin DNA damage 30 min before lysis; Potency, µM (series often up to 57.5 µM), for inactives: at the top dose activation, hits mostly activators; note: potency is the fitted concentration of half-maximal effect; % of control where 0% means no effect; nearly all actives have a fitted effect of over 45% in size
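ATM-like activity read as KAP-1 phosphorylation via AlphaLISA donor/acceptor antibody pairs after lysis and 6 hr at 25C. Cells were ATM-null patient fibroblasts ([…], hTERT), dosed 60 min, then exposed to the DSB inducer NCS for 30 min.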
FBPA coupling cs: coupling enzyme interference in Giardia aldolase counter-screen; coupling enzyme system counterscreen, AmpLite Red fluorescence; activity change, negative = inhibition, % at 58.2 µM, hits read low; hit rate 0.67% among 290,000; AID 2472; in the data active = activity change below about -30%; note: % is set by controls: 0 for no effect and ±100 for the full control effect
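Counterscreen lacking aldolase: glyceraldehyde-3-phosphate coupling-enzyme reagent preincubated 10 min at RT with compound (at 57.5 uM final), then substrate/coupling system with AmpLite Red added; fluorescence read at 525/598 nm after 20 min RT.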
An asterisk follows results filed as active; i = inactive; ? = inconclusive; · = no result given; & = joins results of further samples; [ ] = dose if it differs, or a comment. Unless noted, calls come from the whole dose curve; as a rule, active = well fitted curve in the direction sought with a large enough effect; inconclusive = small, poorly fitted or top-dose-only effect, or another doubt; inactive = no such curve, though single readings can be large; an effect the other way counts as inactive or inconclusive. Rows are unselected; any-hit rate near 2%.

SMILES | MLL CXXC-DNA inh | GALK inhibitor | S-ASM inh | a7 integrin act | TRPV1 agonist | MBNL1 CUG block | KCNH2 3.1 inh | KCNH2 WT inh | AT treatment | FBPA coupling cs
Cc1onc(-c2c(Cl)cccc2Cl)c1C(=O)N1CCN(c2ncccn2)CC1 | 0% | -1% | 1% | -2% | -2 | -1% | 44 | -7 | -4% | 2
O=C1CCCC2=C1C(c1ccsc1)CC(=O)N2c1nnc(SCc2ccccc2)s1 (stereo not given) | 7% | 3% | -4% | 3% | 0 | 15% | -18 | -3 | 3% | 2
O=C(O)c1ccc(CS(=O)(=O)c2ccc(Br)cc2)cc1 | 4% | 3% | -1% | 24% | -2 | -7% | 0 | 7 | -6% | 1
Cc1cc(N2CCOCC2)nc2ccc(NC(=O)CCC(=O)N3CCC(C)CC3)cc12 | -13% | 1% | 434%[activator] | 14% | -2 | -10% | -3 | 1 | 10% | -33*
Cc1cccc(NC(=S)N2CCC(NC(=O)c3ccco3)CC2)c1 | -5% | 15% | -1%[11.5 µM] | -8% | 3 | -1% | -18 | -4 | -4% | 1
CC(C)OC(=O)CSc1nnc(-c2ccc(O)cc2)n1Cc1ccccc1 | 7% | 0% | 3% | 26% | -4 | -2% | -8 | 11 | 2% | 11
COc1cc(NC(=O)C2CC(=O)N(Cc3ccco3)C2)cc(OC)c1 (stereo not given) | · | · | 3% | -19% | -1 | · | 3 | 13 | 0% | ·
COc1ccc(/C=C2/CCCC(C(=O)C(F)(F)F)=C2O)cc1OC | ? | 6% | -15% | -36% | 1 | · | 15 | -13 | 2% | 3
CCCCOc1ccc(C(=O)NNC(=O)c2cnccn2)cc1OC | · | · | 4% | -19% | · | · | 3 | -8 | -9% | ·
Cc1c(-c2csc(N)n2)c2ccccc2n1C | -18% | · | -1% | -14% | -1 | -5% | -3 | 2 | -29% | -6
O=C(Nc1ccc(F)cc1F)C1(c2cccs2)CCOCC1 | 0% | 8% | -2% | 2% | 2 | -5% | 1 | -7 | 1% | 0
Cc1ccc(C2=NOC(C)(c3nnc(-c4ccc(F)cc4)o3)C2)cc1 (stereo not given) | -4% | 1% | -4% | 19% | ? | -3% | 13 | -7 | -13% | 1
CCC(C)(C)C(=O)Nc1ccc(C(N)=O)cc1 | 1% | 3% | 7% | 0% | 0 | -4% | 0 | -2 | -2% | 2
N#CCc1ccc(NC(=O)CSc2nnc(C3CC3)n2C2CC2)cc1 | · | · | 4% | 2% | -4 | · | 20 | -3 | -1% | ·
COc1ccc2cc1Oc1ccc(cc1)C[C@H]1c3c(cc4c(c3Oc3cc5c(cc3OC)CCN(C)[C@@H]5C2)OCO4)CCN1C | 10% | -1% | 3% | · | 4 | -2% | -14 | -19 | -26% | 1&0
CC(=O)NCCOc1nc(N(C)C)nc(N2CCCCC2)n1 | -4% | 5% | 4% | -19% | ? | -3% | -9 | · | -3% | 6
COc1cc(/C=N/Nc2nc(=O)[nH]nc2C)ccc1O | 23% | -1% | -1% | 7% | 0 | ? | 0 | -14 | -50% | -3
CC(C)C[C@@]12C(=O)N(c3cccc(Br)c3)C(=O)N1[C@H](c1ccc(F)cc1)[C@@H]1C(=O)N(C3CCCCC3)C(=O)[C@@H]12 | · | · | 1% | -4% | 0 | · | -9 | -5 | 20% | ·
COc1ccc(N2CCN(C(=O)C34CCC(C)(C(=O)C3)C4(C)C)CC2)cc1 (stereo not given) | 1% | -1% | 2% | 3% | 1 | 1% | 10 | -30 | 6% | -2
CN1CCc2c(sc(NC(=O)CS(=O)(=O)c3ccc(F)cc3)c2C(N)=O)C1 | · | · | 58%[activator] | 15% | 0 | · | 2 | 34 | 0% | ·
Cc1cc(C)n(CCc2nc(-c3cc4ccccc4o3)cs2)n1 | 5% | 2% | -8% | -8% | 5 | 6% | -8 | 10 | 17% | 0
Cc1cccc(C(=O)NC2CCN(CC(=O)NCc3ccccc3F)CC2)c1 | 1% | -2% | 2% | 13% | 1 | -4% | -5 | 1 | -7% | 1
Cc1c(C(=O)Nc2ccccn2)oc2c(Cl)cccc12 | · | · | -5% | -18% | ? | · | -10 | -10 | 4% | ·
COc1ccc(Cl)cc1S(=O)(=O)NC(C)C(=O)NCCN1CCOCC1 (stereo not given) | · | · | -2% | 11% | · | · | 9 | 1 | · | ·
COC(=O)c1cc(NC(=O)CN2CCN(C(C)=O)CC2)cc(C(=O)OC)c1 | 8% | -2% | 2% | -115%[inhibitor] | -4 | 1% | 8 | -5 | -2% | 1
CCN1CCN(CCC(=O)Nc2ccc3c(c2)OCO3)CC1 | 15% | 1% | 2% | -5% | -2 | -4% | -2 | 1 | · | -1
C=CCNc1nc(N)c([N+](=O)[O-])c(NCCO)n1 | 1% | -1% | -1% | -4% | 0 | 0% | 3 | 2 | -3% | 0
CCN(CC)CC#CCC(O)(c1ccccc1)C1CCCCC1 (stereo not given) | -7% | 0% | 2% | -35% | -1 | -2% | 8 | 16 | 3% | 0
CC(C)(c1ccccc1)c1ccc(OCCN)cc1 | -6% | 2% | -2% | -50%[inhibitor] | -2 | -1% | 2 | 11 | 1% | 1
COCc1cc(CN(C)C(=O)c2oc3c(F)cccc3c2C)[nH]n1 | 4% | 2% | 3% | -53%[inhibitor] | 3 | -3% | 0 | -6 | -1% | -1
COc1ccc(/C=N/NC(N)=S)cc1OC(=O)c1cccc2ccccc12 | 17% | -4% | ? | -5% | · | 1% | -1 | 9 | -9% | -3
COC(=O)[C@@H]1C[C@@H]2CC[C@@H](O)C[C@@H]2N1Cc1ccc(Cl)cc1 | 5% | 3% | 5% | -19% | -3 | 0% | -12 | 4 | -35% | 0&2
COC(=O)c1ccc(OCCOc2ccccc2C)cc1 | -8% | -1% | 1% | 17% | -1 | -1% | 7 | -16 | 32% | -3
CC(C)C(NC(=O)c1ccccc1NC(=O)C(C)(C)C)C(=O)N1CCOCC1 (stereo not given) | · | · | 6% | -9% | · | · | -12 | -16 | 6% | ·
CC(C)c1ccc(/C=C/C(=O)NC2CCCCC2)cc1 | -1% | 0% | 5% | 14% | ? | · | 8 | 6 | -2% | 5
Nc1c(-c2ccccc2)cnn1C1CCS(=O)(=O)C1 (stereo not given) | 1% | 1% | 1% | 14% | 4 | 3% | -5 | 4 | -2% | 3
CCOCC(=O)Nc1ccc(S(=O)(=O)Nc2nccs2)cc1 | 26% | -1% | -3% | 12% | 0 | 2% | -7 | -17 | 11% | -1
Fc1ccccc1C1c2[nH]c3ccccc3c2CCN1CCCn1cccn1 (stereo not given) | -6% | 0% | 28% | ? | -10 | -14% | -2 | 13 | 13% | 1
COc1ccc(N=C2SC(CC(=O)Nc3ccccc3OC)C(=O)N2Cc2ccco2)cc1 (stereo not given) | 2% | -3% | -3% | -20% | 3 | · | -26 | -23 | · | -10
C[C@@H](CN=[N+]=[N-])CN1CC[C@H](C(C)(C)C)CCC1=O | 1% | · | 7% | 9% | ? | 1% | 2 | 2 | -4% | 2
COc1ccc(CNC(=O)CSc2nnc(NC(=O)c3ccccc3F)s2)cc1 | -2% | 1% | 1% | 0% | -1 | -1% | -37 | 7 | 1% | 1
CCCCn1c(SCC(=O)N2CCC(C)CC2)nc2cc(S(N)(=O)=O)ccc21 | -5% | -2% | 2% | 21% | -1 | -11% | -5 | 3 | -10% | -22
O=C1OC(Nc2ccccn2)c2ccccc21 (stereo not given) | -3% | -1% | 5% | -15% | -2 | -9% | -3 | 8 | 6% | 1
S=C(NCCc1ccccc1)Nc1ccccc1 | -13% | · | 6% | -45%[inhibitor] | ? | -11% | 12 | 2 | 12% | -4
Cc1c(/C=N/NC(=O)CNc2ccccc2)c2ccccn2c1C(=O)c1ccccc1 | 8% | 0% | -16% | 6% | -3 | 20% | -6 | 23 | -5% | 5
O=C(CCNC(=O)c1ccccc1Cl)Nc1nc(-c2ccccc2Cl)cs1 | -3% | · | -7% | -32%[inhibitor] | -1 | 6% | -7 | i | 5% | 1
COc1ccc(C=O)cc1Oc1nc(Cl)ncc1F | 7% | -2% | 4% | 9% | 2 | 9% | 17 | -3 | 4% | -2
CC1CCCN(C(=O)CSc2nc3ccccc3o2)C1 (stereo not given) | -1% | 3% | -2% | 7% | 27 | -15% | 9 | 0 | -3% | 0

Source: PubChem
